TRHR enhancer = allosteric enhancers of human TRH receptor. hit rate 0.66% among 360,000. enhancement, % at 2 µM. TRHR cells, fluo-8 calcium fluorescence, EC20 TRH enhancement. AID 493056; in the data active = enhancement above about 30%; also: 0% is about no effect
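TRHR-expressing cells loaded with fluo-8 calcium dye were read kinetically (ex 480/em 530) during compound addition, then stimulated with an EC20 of TRH (10 nM final). Enhancement of the Gq-mediated intracellular calcium response was scored.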
D1 ag = agonists of human D1 dopamine receptor; P21728; HEK293 T-REx D1 cells, calcium flux, agonist mode; activation, % at 2 µM; hit rate 1% among 360,000; AID 504660; also: 0% is about no effect
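Agonism was scored from calcium flux recorded over 180 s (1 read/s) after pintool compound addition, following a 10-cycle baseline. Cells were inducible force-coupled HEK293 TREx D1, plated overnight at 30 C and loaded with no-wash calcium dye.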
D2 antag = antagonizes the human D2 dopamine receptor. P14416. HEK293 TREx D2 cells, calcium flux, dopamine EC80. inhibition, % at 10 µM. hit rate 2% among 340,000; in the data active = inhibition above about 30%; also: 0% is about no effect
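Read-out: kinetic calcium fluorescence (1 cycle/s) in inducible HEK293 T-REx D2 cells after an EC80 dopamine addition that followed 180 s compound preincubation. Loss of the dopamine response indicates antagonism.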
TRHR agonist = agonists of human TRH receptor | activation, % at 2 µM | hit rate 0.18% among 360,000 | TRHR cells, calcium flux fluo-8, FDSS agonist mode | AID 493084; also: 0% is about no effect
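TRHR-expressing cells, plated overnight in medium with 10% serum, were loaded with fluo-8 calcium dye at room temperature. After a 10 s baseline, library compound was pin-added and calcium release was recorded kinetically (ex 480/em 530) as agonist response.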
D2 ag = D2 dopamine receptor (human) agonism | P14416 | HEK293 T-REx D2 cells, calcium flux agonist mode | activation, % at 2 µM | hit rate 0.53% among 340,000 | AID 485358;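 active = activation over 3 SD above normal in the single-dose calcium agonist read, cut at about 30% in these data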; also: 0% is about no effect
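Agonism scored from kinetic calcium signal (1 read/sec, 180 s) following compound pin transfer, after a 10 s baseline. Cells: HEK293 Trex line expressing inducible D2 receptor coupled to calcium, dye-loaded after overnight culture at 30 C.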
D2 potentiator = D2 dopamine receptor (human) potentiation; HEK293 T-REx D2, calcium flux, EC20 dopamine potentiation; hit rate 0.34% among 340,000; P14416; potentiation, % at 10 µM;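 active = potentiation over 3 SD above the plate norm, cut at about 30% in these data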; also: 0% is about no effect
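Potentiation of an EC20 dopamine calcium response is measured in a force-coupled, tetracycline-inducible Hek293 Trex D2 line. Compound-only kinetic reads over 180 s flag agonists before dopamine addition.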
D1 potentiator = enhances dopamine response at the human D1 receptor; HEK293 TREx D1 cells, calcium flux, dopamine EC20 potentiation; potentiation, % at 10 µM; hit rate 0.036% among 360,000; AID 504651; in the data active = potentiation above about 30%; also: 0% is about no effect
RXFP1 antagonist = blocks the human relaxin receptor RXFP1; HEK293-RXFP1, relaxin-stimulated cAMP HTRF, 30 min; active compounds read low; activity change, negative = inhibition, % at 57.5 µM; hit rate 0.59% among 350,000; AID 1259400;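 active = activity change of -60% or lower, but not beyond a set lower limit; inconclusive = change between -60% and -40%, or beyond the set limit; inactive = change above -40%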; also: % is scaled to controls: 0 for no effect and ±100 for the full control effect
Target sequence (Q9HBX9 whole entry, looked up): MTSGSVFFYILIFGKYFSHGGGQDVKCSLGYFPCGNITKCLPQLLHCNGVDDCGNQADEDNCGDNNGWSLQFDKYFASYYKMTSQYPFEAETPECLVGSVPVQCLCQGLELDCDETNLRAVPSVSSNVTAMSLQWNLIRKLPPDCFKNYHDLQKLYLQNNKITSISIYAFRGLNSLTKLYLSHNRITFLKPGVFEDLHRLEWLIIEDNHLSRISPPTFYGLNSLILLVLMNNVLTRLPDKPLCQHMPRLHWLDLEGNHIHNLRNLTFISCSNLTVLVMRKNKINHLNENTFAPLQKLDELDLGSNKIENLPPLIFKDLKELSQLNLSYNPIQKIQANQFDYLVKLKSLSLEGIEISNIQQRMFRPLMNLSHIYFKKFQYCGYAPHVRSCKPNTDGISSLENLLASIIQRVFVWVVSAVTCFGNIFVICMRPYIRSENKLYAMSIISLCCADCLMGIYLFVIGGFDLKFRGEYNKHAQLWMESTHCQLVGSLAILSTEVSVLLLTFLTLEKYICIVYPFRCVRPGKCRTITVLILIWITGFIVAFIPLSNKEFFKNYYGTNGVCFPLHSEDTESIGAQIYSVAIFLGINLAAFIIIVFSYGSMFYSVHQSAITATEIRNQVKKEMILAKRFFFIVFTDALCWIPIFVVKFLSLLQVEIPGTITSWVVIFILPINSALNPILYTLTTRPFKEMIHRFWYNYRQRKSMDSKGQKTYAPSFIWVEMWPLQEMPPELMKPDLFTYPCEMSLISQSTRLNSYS
D1 antagonist = blocks dopamine activation of the human D1 receptor. P21728. HEK293 TREx D1 cells, calcium flux, dopamine EC80; active compounds read low. activity change, negative = inhibition, % at 10 µM. hit rate 3.2% among 360,000. AID 504652; in the data active = activity change below about -30%; also: % is scaled to controls: 0 for no effect and ±100 for the full control effect
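Calcium flux readout: force-coupled, inducible Hek293 Trex D1 line, cells induced overnight at 30 C with tetracycline, dye-loaded 30–90 min at RT. Antagonism scored against EC80 dopamine challenge given 180 s after compound.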
* = called active by the depositor; ? = inconclusive; · = no result given. Rule as the data show it, unless noted: active = activation above about 30%; inactive = the rest.

SMILES	TRHR enhancer	D1 ag	D2 antag	TRHR agonist	D2 ag	D2 potentiator	D1 potentiator	RXFP1 antagonist	D1 antagonist
CCCN1CCN(CCCNC(=O)Cn2ncc3c4ccccc4n(C)c3c2=O)CC1	-2	1	8	-0.7	-0.6	-4	1	·	-5
Cc1cccc(Nc2nn3c(=O)c4cc5c(cc4nc3s2)OCO5)c1	0	1	·	0.1	·	15	-1	-3	36
Cc1ccccc1-n1c(C)cc(/C=C2/C(=N)N3C(c4ccccc4)=CSC3=NC2=O)c1C	5	3	13	0.6	0.8	4	-4	-12	-5
COC(=O)[C@@H]1C[C@@]2(O)[C@H](O)[C@H](O)[C@H](O)C[C@H]2N1Cc1ccc(C)s1	-6	1	4	-0.1	-0.5	-2	-1	·	13
CC(C)Cc1nnc(NC(=O)CN2C(=O)NC3(CCCCC3)C2=O)s1	2	3	25	0.3	0.1	-5	18	-1	-11
COc1ccc2c(Sc3ccccc3)c(C(=O)NCc3cccc(OC)c3OC)[nH]c2c1	0	3	·	0.9	1.0	1	-1	-20	-15
Cc1ccc(S(=O)(=O)N2CCC(C(=O)NCCCN3CCOCC3)CC2)cc1	-8	0	-1	0.1	0.4	-9	-9	-4	-18
COc1ccccc1N1CCN(C(=O)CCS(=O)(=O)c2ccc3c(c2)NC(=O)C(C)S3)CC1 (configuration not stated)	1	8	·	-0.2	·	·	-9	-18	6
CCOC(=O)Cc1c(C)nc2cc(-c3ccc(Cl)cc3)[nH]n2c1=O	1	5	-14	-1.5	0.8	-5	2	-4	-20
CC(=O)c1ccc(NC(=O)CSc2cn[nH]n2)cc1	-1	3	-15	0.5	-0.7	6	-1	-18	-3
O=C(COC(=O)C1CC2C=CC1C2)Nc1cccc(S(=O)(=O)N2CCCCC2)c1 (configuration not stated)	12	8	-6	0.0	-0.3	-3	-5	-19	-13
COc1ccc(NC(=O)c2c(C(=O)Nc3ccccc3)sc3nc(C)cc(=O)n23)cc1	7	-2	·	0.0	-0.6	-14	-1	-3	-1
Cc1oc(-c2ccc(Cl)cc2)nc1CN1CCCC(C(=O)NCc2ccc(Cl)cc2)C1 (configuration not stated)	11	0	·	-0.1	0.9	-2	4	·	1
CCCCOC(=O)Nc1ccccc1C(=O)N1CCCC1	-3	7	8	0.6	0.0	-4	-3	·	6
COc1cc(C(=O)NC(C)c2cc(C)ccc2C)ccc1OCC(=O)N1CCOCC1 (configuration not stated)	9	1	-7	-1.1	0.4	1	-4	-7	11
COc1cccc(CNC(=O)C2CCN(Cc3cnn(-c4ccccc4)c3-n3cccc3)CC2)c1	-1	5	-13	-0.7	0.0	-2	-3	-11	-18
O=C(COc1ccc2c3c(c(=O)oc2c1)CCCC3)NCCCN1CCOCC1	1	9	-9	0.3	0.1	-2	-9	-7	-30*
CCOC(=O)C1=C(C)N=C2SC(C(=O)OC)=CC(=O)N2C1c1ccc(OC)cc1 (configuration not stated)	-6	2	-20	-0.4	0.2	·	-5	0	3
CC(C)NC(=O)/C(=N\O)c1ccccc1	-1	2	32*	-0.1	0.2	-1	1	5	-7
Cc1ccc(C(=O)Nc2ccc(C(F)(F)F)n(C)c2=O)cc1	3	9	7	0.2	0.1	32*	-4	3	9
Cc1cccc(Oc2ncnc(N)c2[N+](=O)[O-])c1	5	3	-2	-0.5	1.9	1	4	-5	0
CCc1nnc(NCC(=O)N2CCc3ccccc32)s1	-1	3	-11	-0.3	1.4	-1	-5	-14	-3
Cn1c(N2CCOCC2)c(/C=N/O)c2ccccc21	-5	1	3	-0.9	0.4	-4	2	?	0
COc1ccc(-c2cccc(NC(=O)c3cccs3)c2)nn1	-5	1	6	0.4	-0.7	-12	-7	4	-29
CC(OC(=O)c1ccc(S(=O)(=O)N(C)C)cc1)C(=O)Nc1ccc(Cl)cn1 (configuration not stated)	-3	6	4	-0.7	2.8	-4	0	-26	-60*

Further compounds:
SMILES	TRHR enhancer	D1 ag	D2 antag	TRHR agonist	D2 ag	D2 potentiator	D1 potentiator	RXFP1 antagonist	D1 antagonist
COc1ccc(C(CNC(=O)c2cccc(NC(=O)c3cccs3)c2)N2CCCC2)cc1 (configuration not stated)	-4	2	-14	0.4	1.0	-22	-2	-10	12
CCCn1c(=O)c2ccccc2n2c(SCc3cc(=O)oc4ccc5ccccc5c34)nnc12	-1	0	19	1.4	0.2	1	-9	-12	-3
COc1ccc(Nc2cc(Cl)nc(N)n2)cc1	4	0	1	0.1	1.2	9	4	3	-4
CC1CCc2cccc3c2N1c1cc(C#N)c(C#N)cc1O3 (configuration not stated)	-8	23	8	6.9	2.7	2	-2	25	14
Cc1ccc(OCC(=O)N2CCN(C(=O)c3ccc([N+](=O)[O-])cc3)CC2)cc1	-4	10	17	-0.1	0.3	16	-4	15	-23
O=C(CCl)Nc1ccccc1Sc1ccccc1	16	10	-22	-0.7	0.2	-21	-2	1	-4
O=[S+]([O-])(c1ccc(N2CCOCC2)nc1)N1CCN([S+](=O)([O-])c2c(F)cccc2F)CC1	-2	4	·	1.4	·	·	1	·	-2
COc1ccc(CNC(=O)C(c2cccs2)N(C(=O)c2csnn2)C2CC2)cc1 (configuration not stated)	-9	0	-6	-0.2	-1.2	-8	-3	4	19
Cn1c(CCNC(=O)c2ccco2)nc2cc(NC(=O)c3ccco3)ccc21	1	3	2	0.2	-0.4	10	7	5	-2
CCCCNC(=O)Cc1c(O)c2ccccc2[nH]c1=O	5	0	0	0.9	-0.1	-14	2	-10	·
Cc1ccccc1-c1nnc(SCC#N)o1	-4	-1	-3	0.0	0.2	-4	1	-11	10
CCOC(=O)Nc1ccc2c(c1)N(C(=O)CCN1CCN3CCCC3C1)c1ccccc1CC2 (configuration not stated)	-2	1	15	0.4	-0.5	-12	0	-2	·
C#Cc1ccc([C@@H]2C=C(C(=O)N3CCN(Cc4ccccc4)CC3)O[C@H](OCC)[C@H]2CCCO)cc1	-2	0	-5	-0.2	0.1	-3	1	·	10
Cc1ccc(S(=O)(=O)Cc2nc(-c3ccc(C(=O)NCCCOC(C)C)cc3)oc2C)cc1	4	0	·	0.7	0.2	0	-2	·	-3
CN(C(=O)COC(=O)CSc1ccc([N+](=O)[O-])cc1)c1ccccc1	0	12	-8	0.1	-1.0	-7	·	5	-47*
CC(=O)c1c(C)[nH]c(C(=O)OCC(=O)Nc2cc(Cl)ccc2[N+](=O)[O-])c1C	2	14	1	-0.4	-0.9	3	-2	-13	4
O=[N+]([O-])c1cccnc1N1CCN(Cc2ccc3c(c2)OCO3)CC1	2	4	92*	-1.2	89*	-25	-11	-3	-37*
CN(CCOc1ccc(Cl)cc1)C(=O)CN1C(=O)NC2(CCCCC2)C1=O	-1	-1	-11	-0.2	0.8	-7	-2	-6	1
Cc1c(Nc2cc(=O)oc3ccccc23)c(=O)n(-c2ccccc2)n1C	2	0	·	0.0	·	0	-5	-7	10
C=CCN(CC=C)C(=O)c1ccccc1NC(=O)c1ccccc1C	9	3	0	0.7	0.1	2	0	-4	6
O=C(Cc1cc(=O)[nH][nH]1)N/N=C/c1cccc2ccccc12	2	4	-6	-1.9	-0.5	-8	-1	-6	-11
C[C@@H]1C=C(C(=O)N2CCN(Cc3ccc4c(c3)OCO4)CC2)O[C@H](OCCCCO)C1	16	0	-7	-0.9	0.3	16	-4	·	-38*
CC(=O)Nc1cccc(NC(=O)CSc2nnc(NC(=O)C3CC3)s2)c1	4	6	24	0.3	-0.9	-10	3	-2	-2
Cc1cccc(/C=N/n2c(-c3ccccc3)n[nH]c2=S)c1O	0	2	-5	0.8	1.1	-2	1	2	-5
Cc1ccc(N/C=C/C(=O)c2ccc(C)cc2)cc1	-5	3	2	-0.8	-0.5	12	4	-25	-2

Following part
SMILES	TRHR enhancer	D1 ag	D2 antag	TRHR agonist	D2 ag	D2 potentiator	D1 potentiator	RXFP1 antagonist	D1 antagonist
CCOC(=O)CSc1nc2c(c(=O)n1-c1ccc(OC)cc1)SCC2	1	2	22	0.1	-0.4	-4	-9	0	-9
CCCNC(=O)c1c[nH]c2ccc(S(=O)(=O)N(C)c3ccc(OCC)cc3)cc2c1=O	3	6	6	0.9	0.7	-4	-9	3	-2
O=C(Nc1ccc(SC(F)F)cc1)c1cc(-c2cccs2)on1	-2	0	·	0.3	1.1	-13	2	·	-8
CCCOP(=O)(OCCC)C(Nc1ccc(C(C)C)cc1)c1ccc([N+](=O)[O-])cc1 (configuration not stated)	1	7	-14	1.6	0.6	-6	-8	0	-33*
CC(=O)Nc1cc2nc(C)n(Cc3ccc([N+](=O)[O-])cc3)c2nc1C	1	3	-9	0.4	0.7	7	-2	-4	4
COc1cc(C(=O)OCC(=O)Nc2c(F)c(F)c(F)c(F)c2F)cc(OC)c1OC	-1	1	2	0.4	-0.4	-9	-2	19	0
O=C(CNc1cccc(C(F)(F)F)c1)N/N=C/c1ccccc1C(=O)O	0	0	7	0.1	0.6	4	0	-1	-2

Arranged by SMILES length (largest number first): some entries from above.
SMILES	TRHR enhancer	D1 ag	D2 antag	TRHR agonist	D2 ag	D2 potentiator	D1 potentiator	RXFP1 antagonist	D1 antagonist
C[C@@H]1C=C(C(=O)N2CCN(Cc3ccc4c(c3)OCO4)CC2)O[C@H](OCCCCO)C1	16	0	-7	-0.9	0.3	16	-4	·	-38*
CCCOP(=O)(OCCC)C(Nc1ccc(C(C)C)cc1)c1ccc([N+](=O)[O-])cc1 (configuration not stated)	1	7	-14	1.6	0.6	-6	-8	0	-33*
COc1cc(C(=O)OCC(=O)Nc2c(F)c(F)c(F)c(F)c2F)cc(OC)c1OC	-1	1	2	0.4	-0.4	-9	-2	19	0
CC(=O)Nc1cc2nc(C)n(Cc3ccc([N+](=O)[O-])cc3)c2nc1C	1	3	-9	0.4	0.7	7	-2	-4	4
Cc1c(Nc2cc(=O)oc3ccccc23)c(=O)n(-c2ccccc2)n1C	2	0	·	0.0	·	0	-5	-7	10
O=C(Cc1cc(=O)[nH][nH]1)N/N=C/c1cccc2ccccc12	2	4	-6	-1.9	-0.5	-8	-1	-6	-11
CCOC(=O)CSc1nc2c(c(=O)n1-c1ccc(OC)cc1)SCC2	1	2	22	0.1	-0.4	-4	-9	0	-9
Cc1cccc(/C=N/n2c(-c3ccccc3)n[nH]c2=S)c1O	0	2	-5	0.8	1.1	-2	1	2	-5
O=C(Nc1ccc(SC(F)F)cc1)c1cc(-c2cccs2)on1	-2	0	·	0.3	1.1	-13	2	·	-8
Cc1ccc(N/C=C/C(=O)c2ccc(C)cc2)cc1	-5	3	2	-0.8	-0.5	12	4	-25	-2
